Assay outcomes as filed in PubChem.
EPAC2 agonist – EPAC2 (human) agonism | Q8WZA2 | EPAC2 activation, biochemical qHTS; response scale: 100% = 6.5 mM cAMP response | Potency, µM (highest dose often 154 µM), without a hit: at the highest dose activation, actives largely listed as activators | 360,000 tested, 0.079% active | AID 720711; further: potency means the concentration at half of the fitted maximal effect; nearly all actives have a fitted effect of over 50% in size
Target sequence (Q8WZA2 whole entry, looked up): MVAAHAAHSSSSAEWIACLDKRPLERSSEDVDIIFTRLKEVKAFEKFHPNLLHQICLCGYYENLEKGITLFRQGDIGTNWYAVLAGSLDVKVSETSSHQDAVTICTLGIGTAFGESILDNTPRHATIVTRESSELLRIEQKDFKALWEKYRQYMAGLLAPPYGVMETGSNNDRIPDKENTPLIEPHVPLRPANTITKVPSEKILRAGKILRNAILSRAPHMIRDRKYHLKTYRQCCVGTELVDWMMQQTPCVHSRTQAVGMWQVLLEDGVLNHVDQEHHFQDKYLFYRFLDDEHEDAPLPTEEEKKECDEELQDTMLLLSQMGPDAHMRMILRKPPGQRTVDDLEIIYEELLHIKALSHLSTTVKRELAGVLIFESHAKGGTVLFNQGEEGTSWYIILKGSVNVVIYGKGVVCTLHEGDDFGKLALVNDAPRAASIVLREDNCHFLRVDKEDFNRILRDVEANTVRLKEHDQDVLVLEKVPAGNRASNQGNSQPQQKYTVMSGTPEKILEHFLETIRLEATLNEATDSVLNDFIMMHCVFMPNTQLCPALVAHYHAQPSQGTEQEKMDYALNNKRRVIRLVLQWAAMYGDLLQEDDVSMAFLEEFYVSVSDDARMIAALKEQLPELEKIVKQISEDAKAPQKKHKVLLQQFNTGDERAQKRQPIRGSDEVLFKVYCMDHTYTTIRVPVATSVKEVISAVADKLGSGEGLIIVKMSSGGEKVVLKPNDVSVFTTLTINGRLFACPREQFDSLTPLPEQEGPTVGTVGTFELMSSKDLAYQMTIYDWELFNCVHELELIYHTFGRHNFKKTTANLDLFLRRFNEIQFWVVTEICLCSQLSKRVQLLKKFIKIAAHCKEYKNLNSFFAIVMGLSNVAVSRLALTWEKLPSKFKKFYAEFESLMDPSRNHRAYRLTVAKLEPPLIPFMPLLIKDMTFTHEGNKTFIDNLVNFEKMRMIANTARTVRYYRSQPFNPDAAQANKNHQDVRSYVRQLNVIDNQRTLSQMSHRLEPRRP
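Setup: EPAC2 100 nM, labeled Rap1B complex 250 nM, free GDP 50 uM. Compound titrations pinned in, brief spin, 5 min room temperature incubation. Kinetic fluorescence read over 30 min, normalized to 6.5 mM cAMP.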
MmCpn inh – blocks the Methanococcus maripaludis chaperonin Mm-Cpn. purified Mm-Cpn ATPase, ADP Transcreener TR-FRET. Potency, µM (titrated, usually from 76.9 µM), without a hit: top-dose activity, negative = inhibition, hits mostly inhibitors. 330,000 tested, 0.031% active. AID 504842; further: potency means the concentration at half of the fitted maximal effect; on the % scale 0 is the no-effect control and ±100 the full control effect; nearly all actives have a fitted effect of over 80% in size
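Eu-cryptate anti-ADP/ADP-d2 competition gives a ratio inversely related to ADP. Enzyme at 25 nM was pre-exposed to compound for 10 min, then given 10 uM ATP for 30 min, 37°C throughout.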
TGFb SMAD3 inh – TGF-b pathway inhibition | HepG2 CAGA-GFP TGF-b/SMAD3 reporter, GFP fluorescence, 18 h; TGF-beta stimulated, 500 pg/mL final | 410,000 tested, 1.2% active | AID 588855 | Potency, µM (titrated, usually from 46.1 µM), for the others: at the highest dose activity, negative = inhibition, most hits filed as inhibitors; further: potency means the concentration at half of the fitted maximal effect; on the % scale 0 is the no-effect control and ±100 the full control effect; nearly all actives have a fitted effect of over 65% in size
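TGF-beta reporter screen: HEPG2 CAGA-GFP, 1% FBS, 500 pg/mL TGF-beta final, 18 h; per-cell GFP summed per well; curves fitted and categorized by class.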
A549 viability – kills or reduces viability of A549 cells in Nrf2 counter-screen; A549 ARE-Fluc cells, CellTiter-Fluor viability, 18-24 h; Potency, µM (top dose mostly 46 µM), for inactives: at the top dose activity change, negative = cytotoxicity, most hits filed as inhibitors; 390,000 tested, 0.16% active; further: potency means the concentration at half of the fitted maximal effect; on the % scale 0 is the no-effect control and ±100 the full control effect
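A549 ARE-Fluc cells in 5% FBS OPTI-MEM, 5000 cells/well, rested 2 h then exposed to compounds in concentration-response for 18-24 h at 37 °C. Viability by CellTiter-Fluor fluorescence (Ex 405/Em 525) after 30 min; luciferase luminescence (BugLite, 15 min, RT) read afterwards.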
CCT modulator – modulators of cytosolic chaperonin (CCT/TRiC) activity. purified chaperonin ATPase assay, HTRF ADP detection, 30 min. activity change, % (concentration not given with the values), hits read low. 360,000 tested, 0.3% active. AID 651819; in the data active means activity change below about -30%; further: on the % scale 0 is the no-effect control and ±100 the full control effect
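TRiC (40 or 20 nM final, by batch activity) in 30 mM Tris pH 7.4, 100 mM KCl, 5 mM MgCl2, 1 mM DTT was treated with compound at 76 uM single dose, then 10 uM ATP, 30 min at 37 °C. ADP was read by HTRF Transcreener.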
Nrf2 block – blocks Nrf2 signaling. 360,000 tested, 2.1% active. A549 ARE-Fluc reporter, luciferase luminescence, 18-24 h. AID 504444. Potency, µM (titrated, usually from 46 µM), inactives show at the highest dose activity change, negative = inhibition, actives largely listed as inhibitors; further: potency means the concentration at half of the fitted maximal effect; on the % scale 0 is the no-effect control and ±100 the full control effect; nearly all actives have a fitted effect of over 60% in size
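Cells were seeded and rested 2 h, then exposed to compounds for 18-24 h. CellTiter-Fluor was read first as a viability measure. BugLite was added 15 min before the final luminescent read of ARE-luciferase activity in A549 cells.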
Nrf2 activator – Nrf2 pathway activation; AREc32 ARE-luciferase reporter (MCF7-derived line), luminescence, 24 h; Potency, µM (top dose mostly 46.1 µM), inactives show at the top dose activation, most hits filed as activators; 410,000 tested, 0.31% active; AID 624171; further: potency means the concentration at half of the fitted maximal effect; % of control where 0% means no effect; nearly all actives have a fitted effect of over 65% in size
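Cells of the AREc32 ARE-luciferase line are plated in OPTI-MEM containing 5% FBS and left overnight at 37 deg C. Compounds are pinned in, incubation continues 24 hr, and firefly luciferase signal is then measured.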
pAkt inh – Akt phosphorylation inhibition; 360,000 tested, 0.32% active; Neuro2A IGF-stimulated pAkt S473 HTRF, 20 min; hits give low values; activity change, % for hits at 50 µM; in the data active means activity change below about -80%; inconclusive means mostly about -51% to -80%; further: on the % scale 0 is the no-effect control and ±100 the full control effect
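Single-point screen (50 µM final compound) in Neuro2A cells stimulated 20 min with 6 nM IGF at 37 deg C. After lysis, Ser473-phosphorylated Akt read by HTRF (ex 330 nm, em 615/665 nm) as the 665/615 ratio.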
EPAC2 antagonist – EPAC2 (human) antagonism | Q8WZA2 | EPAC2 GEF exchange of Rap1B-BODIPY-GDP, fluorescence | Potency, µM (top dose mostly 114 µM), for inactives: at the top dose activity, negative = inhibition, most hits filed as inhibitors | 360,000 tested, 0.18% active | AID 720708; further: potency means the concentration at half of the fitted maximal effect; on the % scale 0 is the no-effect control and ±100 the full control effect; nearly all actives have a fitted effect of over 45% in size; many of its hits are not listed in these tables
* marks the source's active call; other numbers are inactive results; i = inactive; u = inconclusive; x = not tested or not shown; [ ] = another dose, or the depositor's remark. Unless noted, the call rests on the fitted dose curve; in most records, active means well fitted curve in the direction sought with a large enough effect; inconclusive means small, poorly fitted or top-dose-only effect, or another doubt; inactive means no such curve, though single readings can be large; an effect the other way counts as inactive or inconclusive. Only part of the results is shown, so the mix of outcomes need not match the whole.

SMILES	EPAC2 agonist	MmCpn inh	TGFb SMAD3 inh	A549 viability	CCT modulator	Nrf2 block	Nrf2 activator	pAkt inh	EPAC2 antagonist
COc1cccc(CNC(=O)CSc2cc(=O)n(C)c3ccccc23)c1	4%	4%	3%	0%	-2.1	-5%	-0.3%	i	-4%
CCSc1ncc(Cl)c(C(=O)N2CCN(c3ccc(OC)cc3)CC2)n1	x	x	-23%	-1%	x	-24%	3.5%	x	x
CCOC(=O)N1CCN(S(=O)(=O)c2cc(Br)cnc2N)CC1	1%	1%	0%	-12%	-3.1	-15%	0.4%	i	-4%
Cc1cc(=O)oc2cc(Oc3ccc(C(N)=O)cc3[N+](=O)[O-])ccc12	8%	0%	-19%	1%	-1.9	-3%	6.8%	i	-8%
CC(=O)Nc1ccc(S(=O)(=O)Nc2c(NC3CCCCC3)c3ccccc3oc2=O)cc1	-6%	1%	5%	2%	-1.0	-1%	-0.4%	i	5%
CCOC(=O)[C@@H]1[C@H]2COc3cc(OC)ccc3[C@H]2N2C(=O)N(c3ccc(F)cc3)C(=O)[C@@]12C	5%	-3%	6%	-11%	-0.3	5%	-0.1%	i	-2%
Fc1ccc(-c2c[nH]c(=S)n2Cc2ccccc2)cc1	2%	-5%	-18%	11%	-3.5	11%	4.6%	i	-14%
CC1(C)Cc2c(c(N3CCOCC3)nc3sc(C(=O)Nc4cccc(Cl)c4)c(N)c23)CO1	0%	-4%	-7%	-1%	-4.5	2%	-0.6%	i	-4%
COc1ccc(N(CC(=O)NC(C)C)C(=O)CCC(=O)Nc2ccccn2)cc1	9%	2%	-2%	1%	-0.8	7%	0.3%	i	11%
CCC(CC)c1nnc(NC(=O)c2cc([N+](=O)[O-])ccc2N2CCOCC2)s1	1%	-1%	-7%	-4%	-1.6	3%	-0.5%	i	6%
COc1ccc(N2CC(C(=O)NNC(=O)c3ccc(Br)cc3)CC2=O)c(OC)c1 (stereo not drawn)	2%	-8%	11%	0%	-1.5	12%	0.2%	i	10%
CCN1CCN(C(=O)c2ccc(Cl)c(S(=O)(=O)N3CCCCCC3)c2)CC1	6%	3%	9%	2%	-0.9	-21%	3.9%	i	2%
COC(=O)[C@]1(Cc2ccccc2)N[C@H](CN(C)C(=O)Nc2ccccc2)[C@@H]2C(=O)N(C)C(=O)[C@@H]21	8%	0%	14%	1%	0.2	4%	0.3%	i	3%
O=C(CCCN1C(=O)/C(=C/c2ccccc2)SC1=S)NCCCn1ccnc1	8%	-1%	-11%	u	-0.6	22%	15%	i	1%
O=C(COc1ccc2c3c(c(=O)oc2c1)CCC3)Nc1ccccn1	4%	-10%	15%	-4%	1.0	2%	2.8%	i	4%

Further results.
SMILES	EPAC2 agonist	MmCpn inh	TGFb SMAD3 inh	A549 viability	CCT modulator	Nrf2 block	Nrf2 activator	pAkt inh	EPAC2 antagonist
Cc1cccc(Nc2nnc(-c3ccc(N4CCOCC4)c([N+](=O)[O-])c3)c3ccccc23)c1	-1%	-1%	-16%	-22%	2.3	u	0.1%	i	7%
O=C(N/N=C/c1ccccn1)c1cccc([N+](=O)[O-])c1	11%	-25%	-30%	-13%	0.3	u	9.9%	i	1%
Cc1ccc(C)c(NC(=O)CN2CCCN(Cc3cccc(Cl)c3)S2(=O)=O)c1	x	x	0%	2%	x	-14%	0.8%	x	x
Cc1ccn2cc(-c3ccc(NC(=O)c4ccco4)cc3)nc2c1	-10%	-3%	-13%	-14%	-3.4	23%	-0.7%	i	-3%
Cc1cc2oc(C(=O)Nc3ccc(S(=O)(=O)N(C)Cc4ccccc4)cc3)cc(=O)c2cc1C	x	x	7%	-9%	x	13%	-0.5%	x	x
COc1cccc(C(=O)N(Cc2nc(-c3ccc(C)cc3)no2)C(C)C)c1	5%	2%	-2%	6%	-2.4	-5%	-0.8%	-100%*	-2%
Cc1ccc(N2C(=O)C3CCCN3C2=S)cc1 (stereo not drawn)	10%	0%	11%	-3%	1.6	18%	2.8%	i	1%
Cn1c(=O)c2c(nc(N/N=C/c3ccco3)n2C)n(C)c1=O	-5%	-8%	-3%	-6%	-1.1	-1%	2.1%	i	3%
Cc1cccc(OCCCC(=O)Nc2ccc(S(N)(=O)=O)cc2)c1	4%	0%	6%	-3%	-3.3	-3%	0.1%	i	1%
COc1ccc(Nc2nnc(SCC(=O)c3cc4ccccc4o3)s2)cc1	7%	-7%	0%	-5%	-0.4	2%	u	i	23%
O=C(O)c1cccc2c1-c1ccc([N+](=O)[O-])cc1C2=O	-3%	x	0%	-2%	0.2	0%	1.6%	i	-1%
CC(=O)NC(=O)c1cnn(-c2ccccc2)c1N	1%	1%	8%	1%	0.0	-26%	0.1%	i	-15%
Cn1nc(OCc2ccccc2)ccc1=O	-4%	1%	-7%	-3%	0.3	u	-0.5%	i	8%
Cc1ccc(C2=N/C(=C\c3ccc(OS(=O)(=O)c4ccc(C)cc4)cc3)C(=O)O2)cc1	7%	0%	-2%	5%	-1.2	7%	0.1%	i	-9%
O=C(NCc1n[nH]c(=S)n1-c1ccc(F)cc1)c1ccco1	-5%	2%	-25%	5%[1.84 µM]	-0.2	-2%	-0.5%	i	-7%

New compounds follow.
SMILES	EPAC2 agonist	MmCpn inh	TGFb SMAD3 inh	A549 viability	CCT modulator	Nrf2 block	Nrf2 activator	pAkt inh	EPAC2 antagonist
O=C(CC1C(=O)NCCN1Cc1ccc(Cl)c(F)c1)NC1CCCCC1 (stereo not drawn)	-8%	-1%	14%	-3%	-0.4	18%	-0.2%	i	14%
O=C(CN1C(=O)CC(c2ccco2)Sc2ccccc21)Nc1ccccc1F (stereo not drawn)	12%	-3%	-18%	-5%	-0.5	-7%	17%	i	-7%
O=C(Nc1ccc(N2CCCC2)cc1)c1ccc(Cl)cc1Cl	9%	-1%	1%	-2%	1.0	0%	6.2%	i	3%
CC(C(=O)Nc1ccc(S(=O)(=O)N2CCOCC2)cc1)N1C(=O)C2CC=CCC2C1=O (stereo not drawn)	-2%	-1%	14%	0%	0.0	12%	1.8%[9.22 µM]	i	-5%
CC1(O)CC2CC1C(C(=O)O)C2C(=O)O (stereo not drawn)	-4%	x	14%	-5%	0.6	9%	0.4%	i	0%
CC(C)(C)NCc1cc(Cl)ccc1OCc1cccs1	10%	3%	5%	-17%	-0.7	27%	0.7%[9.22 µM]	i	14%
O=C(CCNS(=O)(=O)c1cccc2nsnc12)NCc1ccccc1Cl	5%	1%	11%	0%	0.0	6%	0.0%	i	-1%
O=c1nc(N/N=C/C=C/c2ccccc2)cn[nH]1	3%	-3%	1%	-5%	-1.7	u	0.3%	i	4%
CCOC(=O)C1CCN(C(=O)c2ccc(N3CCOCC3)c([N+](=O)[O-])c2)CC1	0%	-2%	-16%	0%	2.4	5%	0.5%	i	27%
CN(C)C=Nc1ccc2nn(-c3ccccc3)nc2c1	8%	-6%	-3%	12%	0.1	u	12%	i	8%
O=C(CSc1ccc(F)cc1)NC(=O)c1ccccc1	0%	x	1%	x	2.2	x	-0.6%	i	-8%
COc1ccc(CN(C)C(C)C(=O)Nc2cccc3ccccc23)cc1 (stereo not drawn)	9%	-2%	-1%	0%	2.1	9%	14%	i	-19%
COC(=O)C1(Cc2cc(-c3ccccc3)no2)CCN(C(=O)OC(C)(C)C)CC1	11%	-3%	u	0%	-0.1	-4%	7.1%	i	-21%
Cc1ccc(CNC(=O)C2CCCN(S(=O)(=O)N3CC(C)CC(C)C3)C2)cc1 (stereo not drawn)	-1%	0%	1%	11%	-0.7	-8%	-0.4%	i	-3%
COc1ccc(N(CC(=O)NCCC2=CCCCC2)S(C)(=O)=O)cc1OC	0%	0%	u	-8%	-0.5	0%	-0.7%	i	11%

Three entries already listed, sorted by molecular weight, descending:
SMILES	EPAC2 agonist	MmCpn inh	TGFb SMAD3 inh	A549 viability	CCT modulator	Nrf2 block	Nrf2 activator	pAkt inh	EPAC2 antagonist
O=C(CN1C(=O)CC(c2ccco2)Sc2ccccc21)Nc1ccccc1F (stereo not drawn)	12%	-3%	-18%	-5%	-0.5	-7%	17%	i	-7%
CCOC(=O)C1CCN(C(=O)c2ccc(N3CCOCC3)c([N+](=O)[O-])c2)CC1	0%	-2%	-16%	0%	2.4	5%	0.5%	i	27%
CC1(O)CC2CC1C(C(=O)O)C2C(=O)O (stereo not drawn)	-4%	x	14%	-5%	0.6	9%	0.4%	i	0%

The listing continues:
SMILES	EPAC2 agonist	MmCpn inh	TGFb SMAD3 inh	A549 viability	CCT modulator	Nrf2 block	Nrf2 activator	pAkt inh	EPAC2 antagonist
COc1cc(C2C(c3ccccc3)C(c3cc(OC)cc(=O)o3)C2c2ccccc2)oc(=O)c1 (stereo not drawn)	9%	x	18%	1%	-1.0	u	0.2%	i	u
CCN(c1cc(C)cc(C)c1)S(=O)(=O)c1nnc(NC(=O)c2cccs2)s1	x	x	-1%	-27%	x	u	3.4%	x	x
Cc1noc2ncnc(NCc3cccc(Cl)c3)c12	x	x	-24%	2%	x	u	3.8%	x	x
c1ccc(CN2CN=C(Nc3nc4ccccc4s3)NC2)cc1	5%	-2%	7%	-3%	-0.5	8%	2.9%	i	-2%
CCOC(=O)c1ccc(S(=O)(=O)NC2CCCCCCC2)n1C	3%	-4%	-3%	-2%	0.9	x	-0.4%	i	-1%
Cc1noc(C)c1CSc1nnc(C)c(=O)[nH]1	4%	-5%	-8%	-8%	0.9	-6%	-0.2%	-108%*	-5%
Cc1ccc(C(=O)c2c3ccc(C(F)(F)F)cc3nn2CCC(N)=O)cc1	-15%	-4%	u	-10%	0.5	-11%	13%	i	-11%
Cc1cc(C)c(S(=O)(=O)N2CCCOC2CNC(=O)C(=O)NCc2ccco2)c(C)c1 (stereo not drawn)	1%	-2%	0%	1%	-1.0	-2%	-0.6%	i	0%
